esBAF inh – inhibitors of esBAF chromatin remodeling in mouse ES cells | Bmi1-luciferase knock-in reporter, 24 h; 100% = twice the neutral-well signal | reporter increase, % at 12.5 µM | hit rate 2% among 350,000; in the data active means activation above about 40%;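 further: 0% = median of the plate's neutral control wells and 100% = double that signal; a rise in the Bmi1 reporter signal indicates esBAF inhibition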
SIRT5 block – inhibitors of human sirtuin-5 desuccinylase; Q9NXA8; Purified SirT5, succinyl-peptide AMC, trypsin-coupled fluorescence; inhibition, % at 15 µM; hit rate 1.1% among 330,000; in the data active means inhibition above about 15%
S100A4 MyoIIA – blocks human S100A4 binding to myosin IIA peptide; S100A4/TAMRA-MyoIIA peptide fluorescence polarization; AID 652163; hit rate 0.14% among 360,000; inhibition, % at 10.7 µM;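 active means mean inhibition of at least 70% across replicates, with every replicate also reaching that level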
Target sequence (P26447 whole entry, looked up): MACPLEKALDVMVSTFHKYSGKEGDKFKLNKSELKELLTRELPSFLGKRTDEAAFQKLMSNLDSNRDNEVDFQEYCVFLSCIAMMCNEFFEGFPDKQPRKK
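incubation = readout 5 min after mixing, signal stable up to 60 min | system = S100A4 monomer protein | buffer or medium = HEPES pH 7.2 with CaCl2, KCl, NaCl, DTT, Triton | benchmarks = neutral control DMSO, positive control TFP | also added = fluorescent myosin IIA peptide, 5 nM | compound dosing = one concentration per compound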
Casp6 inh – blocks human caspase-6 cleavage activity | P55212 | purified caspase-6, Z-VEID-R110 cleavage fluorescence | inhibition, % at 12.5 µM | hit rate 0.53% among 350,000;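 active means mean inhibition across replicates at least about 35%, with every replicate also reaching that limit, limit read from the data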;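 further: 0% = median of neutral control wells and 100% = no fluorescence left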
Target sequence (P55212 24-179 limits assumed): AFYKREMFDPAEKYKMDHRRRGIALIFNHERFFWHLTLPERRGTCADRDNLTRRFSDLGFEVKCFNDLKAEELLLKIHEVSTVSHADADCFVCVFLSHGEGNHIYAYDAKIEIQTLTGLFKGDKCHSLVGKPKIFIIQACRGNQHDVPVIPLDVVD
Target sequence (P55212 194-293 limits assumed): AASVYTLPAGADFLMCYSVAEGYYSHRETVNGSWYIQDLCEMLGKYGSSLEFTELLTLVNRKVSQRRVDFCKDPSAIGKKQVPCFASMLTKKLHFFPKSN
FN deposition inh – fibronectin deposition inhibition; AH1F fibroblasts, Alexa488-fibronectin deposition fluorescence, overnight; inhibition, % at 12.6 µM; hit rate 0.086% among 350,000; AID 743247;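 active means mean inhibition across replicates of 30% or more, regardless of how many single replicates reach that level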;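 further: positive control wells lacked labelled fibronectin entirely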
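Schedule: 1 h cell adhesion before compound, then overnight fibronectin incubation; test system: AH1F fibroblast monolayer depositing Alexa488-labelled fibronectin into matrix; quantity: 10000 AH1F cells per well; probe or stimulus: fluorescent fibronectin at 24 nM final; signal: fluorescence, ex 485 nm, em 525 nm; evaluation: percent inhibition as loss of matrix-bound fibronectin fluorescence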
Statin myotox sup – suppressors of simvastatin-induced myotoxicity in C2C12 myotubes; ATP luminescence, 48 h; scaled: DMSO 0, geranylgeraniol control 100; rescue of ATP level, % at 7.49 µM; AID 602340; hit rate 0.78% among 330,000;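 active means mean ATP rescue above about 67%, or every replicate alone reaching that limit, limit read from the data, passing the limit was not always enough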;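 further: myotubes were challenged with 10 µM simvastatin during compound exposure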
LGR2 antag – inhibitors of bursicon-induced Drosophila LGR2 receptor cAMP signaling; hit rate 0.35% among 380,000; inhibition, % at 9.99 µM; HEK293 LGR2, CRE-luciferase, bursicon-stimulated, 4 h; AID 720647;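 active means drop in luminescence signal, shown as inhibition above about 50% in the replicate tests, limit read from the data, passing the limit was not always enough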;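 further: agonist challenge used bursicon conditioned medium at about half maximal strength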
The depositor's hits bear a star; · = no result given. Some of the compounds tested; the hit share may differ from the screen's.

SMILES	esBAF inh	SIRT5 block	S100A4 MyoIIA	Casp6 inh	FN deposition inh	Statin myotox sup	LGR2 antag
CCOC(=O)c1sc(Nc2ccc(Br)cc2)nc1C	·	2	0	3	-12	·	-64
CN1C(=O)c2cc(NC(=O)c3cc(F)cc(F)c3)ccc2OC[C@@H]2O[C@H](CC(=O)O)CC[C@@H]21	-4	-5	-14	4	-1	0	-14
C/C=C/c1ccc([C@H]2[C@@H](CO)N(c3nc(-c4ccccc4)cs3)[C@H]2C#N)cc1	1	-1	3	2	-4	-45	-24
C[C@@]12C(=O)N(c3cccc(Br)c3)C(=O)N1[C@H](c1ccc(Cl)cc1)[C@@H]1C(=O)N(C3CCCCC3)C(=O)[C@@H]12	23	·	0	-1	1	5	-1
Cc1noc(C)c1NC(=O)N(C)C[C@H]1Oc2ccc(NC(=O)Nc3cccc4ccccc34)cc2CC(=O)N([C@@H](C)CO)C[C@@H]1C	7	4	-3	2	-33	-17	9
COc1ccc(CN2C(=O)C(CC(=O)NCc3ccco3)CC(C(=O)N(C)C)=C2C)cc1 (stereo not given)	-6	-8	3	0	3	-12	-8
COc1ccc(N2CCN(C(=O)COc3ccc(S(=O)(=O)N4CCOCC4)cc3C)CC2)cc1	-9	-3	-10	2	-5	2	-5
COc1ccc(C(=O)NC2CCN(C(=O)Nc3ccc(F)cc3)CC2)cc1	4	-7	-3	0	-3	-15	2
Cc1c(C=O)c2ccccn2c1C(=O)c1cccs1	·	-1	4	7	10	·	1
C[C@@H]1CN([C@H](C)CO)C(=O)Cc2cc(N(C)C)ccc2O[C@@H]1CN(C)S(=O)(=O)c1ccc(F)cc1	-3	-1	-6	2	·	-1	4
CN(CCCN1CCOCC1)C(=O)c1cc(COc2ccc(F)cc2F)on1	1	-2	-1	-2	3	7	13
CCN(CC)CCOC(=O)c1ccc(NC(=O)CCCN2C(=O)/C(=C/c3cccs3)SC2=S)cc1	·	-2	-20	-7	0	·	-1
O=C(CNC(=O)c1ccccc1F)OCC(=O)N1CCCCC1	-3	-9	3	1	7	-3	4
C[C@H]1CN([C@@H](C)CO)S(=O)(=O)c2ccc(C3=CCCCC3)cc2O[C@@H]1CN(C)C(=O)C1CCCCC1	-3	8	11	3	·	-24	6
COc1cc([N+](=O)[O-])cc(/C=N/NC(=O)c2cc(C)nc3ccccc23)c1O	·	5	-5	4	0	·	24
CN(C)CCCn1c2c(c(SCC(=O)Nc3ccc4c(c3)OCCO4)nc1=O)CCCC2	-4	·	-9	-18	7	-15	11
CCC(=O)N(C)C[C@@H]1Oc2cc(-c3ccccc3OC)ccc2S(=O)(=O)N([C@H](C)CO)C[C@H]1C	4	-10	1	0	·	-48	6
COc1cc2[nH]c(=S)n(Cc3cccs3)c(=O)c2cc1OC	-5	-3	-6	-5	10	-2	1
O=S(=O)(/N=C(/c1ccccc1)N1CCOCC1)c1ccc(F)cc1F	-7	4	-1	-1	-1	4	5
CCc1ccccc1NC(=S)N(CCCN(C)C)Cc1cc2cc3c(cc2[nH]c1=O)OCO3	·	-7	-7	-13	4	·	-30
N#Cc1ccc(-c2ccc3c(c2)[C@@H]2[C@@H](CCN2C(=O)C2CCCCC2)[C@@H](CO)N3)cc1	6	-5	-14	2	16	9	3
CCc1ccc(C(=O)c2cc3ccc(O)cc3oc2=O)cc1	37	0	-9	4	2	13	-9
N#Cc1ccccc1-n1c(N)c(C(=O)N2CCCC2)sc1=S	-11	·	·	·	0	61	20
O=C(NC(=S)NCC1CCCO1)c1ccccc1[N+](=O)[O-] (stereo not given)	·	-7	-2	2	-5	·	1
COc1ccc(S(=O)(=O)Nc2cccc3c2O[C@H](CN(C)S(C)(=O)=O)[C@H](C)CN([C@H](C)CO)C3=O)cc1	-2	-1	0	-2	·	·	-2

Remaining list, next part:
SMILES	esBAF inh	SIRT5 block	S100A4 MyoIIA	Casp6 inh	FN deposition inh	Statin myotox sup	LGR2 antag
CCOc1ccc(CCNC(=O)COC(=O)Cc2ccc(F)cc2)cc1OCC	2	-2	-2	-4	-4	-2	-9
CCOC(=O)C1(CC2CCCCO2)CCN(Cc2c(C)cc(C)cc2-n2cccn2)CC1 (stereo not given)	-14	1	0	-1	4	-10	-7
Cc1ccc(-c2cc(C(=O)O)n(-c3ccc(S(N)(=O)=O)cc3)n2)cc1	1	-1	5	1	-7	7	-7
O=C(NNc1cc(N2CCOCC2)nc(N2CCOCC2)n1)c1ccc([N+](=O)[O-])cc1	-3	·	8	7	10	-1	-7
O=C(Cc1ccc(NC(=O)C2CCCN(C(=O)C3CCCC3)C2)cc1)Nc1ccc(C(=O)N2CCOCC2)cc1 (stereo not given)	-8	0	-1	5	-4	-3	2
O=c1cc(-c2ccccc2)nc(Sc2ccc([N+](=O)[O-])cc2[N+](=O)[O-])[nH]1	2	-3	3	12	5	8	6
COc1ccc(SCCCn2c(=O)c3c(ncn3C)n(C)c2=O)cc1	3	2	-4	-3	1	2	-10
CN(C)/C=C1\Oc2ccc3ccccc3c2C1=O	·	112*	-9	9	·	·	29
COCCC(=O)N1CCCC(CNS(=O)(=O)c2ccc(OC)cc2)C1 (stereo not given)	·	-4	-4	0	-4	·	-3
O=C(C1CCC1)N1C[C@@H]2[C@H](c3ccccc31)[C@H](CO)N2S(=O)(=O)c1ccccc1	-8	-3	6	·	·	15	23
CCC(C)(C)NC(=O)c1cc([N+](=O)[O-])ccc1N1CCOCC1	5	·	·	·	3	3	13
O=C(Nc1ccc(F)cc1)N[C@H]1CC[C@H](CC(=O)N2CCOCC2)O[C@@H]1CO	-3	-1	3	-4	16	-2	11
O=C1c2ccccc2C(=O)c2cc(N3CCCCC3)ccc21	-66	0	-9	1	-3	-34	97*
Cc1ccnc(NC(=O)CCC(=O)c2cc(C)sc2C)c1	·	-4	10	3	1	-9	4
C[C@@H]1CCCCO[C@@H](CN(C)Cc2ccncc2)[C@@H](C)CN([C@@H](C)CO)C(=O)c2cc(NC(=O)Nc3ccc(F)cc3)ccc2O1	3	·	·	·	-4	-71	11
CC=Cc1ccc2n(c1=O)C[C@H]1[C@H](CO)[C@@H](C(=O)Nc3ccc(-c4ccccc4)cc3)[C@@H]2N1C (mixture of isomers)	3	1	-3	-2	·	7	13

Screening data (PubChem BioAssay)
